A549 viability: kills or reduces viability of A549 cells in Nrf2 counter-screen; A549 ARE-Fluc cells, CellTiter-Fluor viability, 18-24 h; Potency, µM (top dose mostly 46 µM), for inactives: at the highest dose activity change, negative = cytotoxicity, most hits filed as inhibitors; hit rate 0.16% among 390,000; further: potency means the concentration at half of the fitted maximal effect; on the % scale 0 is the no-effect control and ±100 the full control effect
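A549 ARE_Fluc cells in 5% FBS OPTI-MEM were exposed to compounds in concentration-response for 18-24 h at 37 deg C. Viability was read by CellTiter-Fluor fluorescence (Ex 405/Em 525) after 30 min, before the luciferase read.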
Nrf2 inh: inhibitors of Nrf2 signaling | A549 ARE-Fluc reporter, luciferase luminescence, 18-24 h | AID 504444 | Potency, µM (titrated, usually from 46 µM), without a hit: at the highest dose activity change, negative = inhibition, usual class: inhibitors | hit rate 2.1% among 360,000; further: potency means the concentration at half of the fitted maximal effect; on the % scale 0 is the no-effect control and ±100 the full control effect; nearly all actives have a fitted effect of over 60% in size
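In this cell-based qHTS, ARE-driven firefly luciferase in A549 cells reports Nrf2 activity; the luminescent signal after BugLite lysis is the measured value, with a prior CellTiter-Fluor read for cell health.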
EPAC2 antag: antagonists of human EPAC2 | Q8WZA2 | EPAC2 GEF exchange of Rap1B-BODIPY-GDP, fluorescence | Potency, µM (top dose mostly 114 µM), without a hit: top-dose activity, negative = inhibition, most hits filed as inhibitors | hit rate 0.18% among 360,000; further: potency means the concentration at half of the fitted maximal effect; on the % scale 0 is the no-effect control and ±100 the full control effect; nearly all actives have a fitted effect of over 45% in size; many of its hits are not listed in these tables
Target sequence (Q8WZA2 whole entry, looked up): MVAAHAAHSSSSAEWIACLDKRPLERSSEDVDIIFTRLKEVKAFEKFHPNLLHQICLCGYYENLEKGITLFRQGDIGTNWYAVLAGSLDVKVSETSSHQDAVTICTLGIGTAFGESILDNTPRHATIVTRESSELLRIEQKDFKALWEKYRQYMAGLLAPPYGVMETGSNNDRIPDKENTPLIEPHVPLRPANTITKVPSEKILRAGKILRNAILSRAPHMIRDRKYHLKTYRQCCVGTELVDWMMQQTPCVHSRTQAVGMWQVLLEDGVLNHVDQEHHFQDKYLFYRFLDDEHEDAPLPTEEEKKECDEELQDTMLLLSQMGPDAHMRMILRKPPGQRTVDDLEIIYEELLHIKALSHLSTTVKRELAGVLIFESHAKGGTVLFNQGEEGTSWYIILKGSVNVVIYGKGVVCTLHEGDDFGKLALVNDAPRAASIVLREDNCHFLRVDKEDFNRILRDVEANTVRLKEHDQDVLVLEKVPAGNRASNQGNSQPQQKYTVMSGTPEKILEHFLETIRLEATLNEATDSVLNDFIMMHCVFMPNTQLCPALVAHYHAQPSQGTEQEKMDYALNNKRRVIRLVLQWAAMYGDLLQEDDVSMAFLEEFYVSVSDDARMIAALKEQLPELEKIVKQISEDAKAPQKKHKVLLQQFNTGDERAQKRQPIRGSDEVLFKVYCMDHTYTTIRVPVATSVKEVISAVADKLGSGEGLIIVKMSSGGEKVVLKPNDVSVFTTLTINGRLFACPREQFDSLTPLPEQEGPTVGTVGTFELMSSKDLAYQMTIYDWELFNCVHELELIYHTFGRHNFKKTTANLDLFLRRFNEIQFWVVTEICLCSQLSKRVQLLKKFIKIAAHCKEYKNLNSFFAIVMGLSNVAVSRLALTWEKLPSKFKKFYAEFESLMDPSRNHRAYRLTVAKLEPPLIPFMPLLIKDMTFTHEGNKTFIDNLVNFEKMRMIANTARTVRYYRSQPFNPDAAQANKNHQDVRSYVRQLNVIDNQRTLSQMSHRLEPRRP
EPAC2 agonist: agonists of human EPAC2 (RAPGEF4). EPAC2 activation, biochemical qHTS; response scale: 100% = 6.5 mM cAMP response. hit rate 0.079% among 360,000. Potency, µM (titrated, usually from 154 µM), for the others: at the highest dose activation, most hits filed as activators. AID 720711. Q8WZA2; further: potency means the concentration at half of the fitted maximal effect; nearly all actives have a fitted effect of over 50% in size
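Exchange assay: 100 nM EPAC2 with 250 nM Rap1B-BODIPY-GDP and 50 uM GDP. Fluorescence (ex 480/em 540 nm) read every 5 min for 30 min at room temperature. Data normalized to 6.5 mM cAMP as agonist control.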
Akt phos inh: Akt phosphorylation inhibition; Neuro2A IGF-stimulated pAkt S473 HTRF, 20 min; hits give low values; activity change, % for hits at 50 µM; hit rate 0.32% among 360,000; in the data active means activity change below about -80%; inconclusive means mostly about -51% to -80%; further: on the % scale 0 is the no-effect control and ±100 the full control effect
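Neuro2A cells (4,500/well, DMEM with 0.5% FBS) were treated with compound at a single 50 µM final concentration, stimulated with 6 nM IGF for 20 min at 37 °C, and lysed. Phospho-Akt Ser473 was read by HTRF as 665/615 ratio ×10^4.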
CCT chaperon mod: cytosolic chaperonin activity modulation; purified chaperonin ATPase assay, HTRF ADP detection, 30 min; activity change, % (test concentration not listed), hits read low; hit rate 0.3% among 360,000; in the data active means activity change below about -30%; further: on the % scale 0 is the no-effect control and ±100 the full control effect
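Enzyme 40 or 20 nM (batch-dependent) in Tris pH 7.4/KCl/MgCl2/DTT; cpd 76 uM single point; ATP 10 uM; 30 min 37 °C; Transcreener ADP HTRF detection, 30 min RT; ratio 665/615.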
MmCpn inh: blocks the Methanococcus maripaludis chaperonin Mm-Cpn | hit rate 0.031% among 330,000 | purified Mm-Cpn ATPase, ADP Transcreener TR-FRET | AID 504842 | Potency, µM (top dose mostly 76.9 µM), inactives show top-dose activity, negative = inhibition, hits mostly inhibitors; further: potency means the concentration at half of the fitted maximal effect; on the % scale 0 is the no-effect control and ±100 the full control effect; nearly all actives have a fitted effect of over 80% in size
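ATPase read-out: TR-FRET ADP immunoassay (anti-ADP Eu cryptate vs ADP-d2), ex 320 nm, em 590/665 nm; signal drops as ADP forms. Enzyme 25 nM, ATP 10 uM, 30 min at 37°C after 10 min compound preincubation.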
Nrf2 ARE act: Nrf2 pathway activation | AREc32 ARE-luciferase reporter (MCF7-derived line), luminescence, 24 h | Potency, µM (doses to about 46.1 µM), for the others: at the highest dose activation, actives largely listed as activators | hit rate 0.31% among 410,000; further: potency means the concentration at half of the fitted maximal effect; % of control where 0% means no effect; nearly all actives have a fitted effect of over 65% in size
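Nrf2 activation is followed as ARE-luciferase induction in the AREc32 line after one day of compound treatment; luminescence is read with Steady-Glo.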
TGFb inhibitor: blocks TGF-b signaling | Potency, µM (top dose mostly 46.1 µM), for the others: at the top dose activity, negative = inhibition, actives largely listed as inhibitors | HepG2 CAGA-GFP TGF-b/SMAD3 reporter, GFP fluorescence, 18 h; TGF-beta stimulated, 500 pg/mL final | AID 588855 | hit rate 1.2% among 410,000; further: potency means the concentration at half of the fitted maximal effect; on the % scale 0 is the no-effect control and ±100 the full control effect; nearly all actives have a fitted effect of over 65% in size
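Inhibition was scored as loss of TGF-beta-induced (500 pg/mL final, 18 hours, 37 degrees C) GFP in HEPG2 cells carrying a CAGA-GFP reporter, in DMEM with 1% FBS. Well GFP was summed per cell; Activity was normalised to unstimulated and stimulated DMSO wells, then concentration-response fitting.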
* = called active by the depositor; i = inactive; ? = inconclusive; . = not tested or not shown; & = joins results of further samples; [ ] = dose if it differs, or a comment. Unless noted, the call rests on the fitted dose curve; in most records, active means well fitted curve in the direction sought with a large enough effect; inconclusive means small, poorly fitted or top-dose-only effect, or another doubt; inactive means no such curve, though single readings can be large; an effect the other way counts as inactive or inconclusive.

Screens in order: A549 viability | Nrf2 inh | EPAC2 antag | EPAC2 agonist | Akt phos inh | CCT chaperon mod | MmCpn inh | Nrf2 ARE act | TGFb inhibitor
1	C=CCN1C(=O)C2C(C(=O)NC3CCCC3)C3C=CC2(O3)C1C(=O)NC1CCCC1 (configuration not stated)
  2% | -6% | 1% | 6% | i | 0.0 | 0% | -0.7% | 3%
2	CC(=O)Nc1cccc(C(=O)NN2C(=O)NC3(CCC(C)CC3)C2=O)c1 (configuration not stated)
  . | . | 1% | -4% | i | 1.6 | . | -1.1% | 2%
3	CC(O)(c1ccccc1)c1nc(-c2ccc3c(c2)OCO3)cs1 (configuration not stated)
  . | . | -16% | 16% | i | 0.6 | . | 3.0% | -18%
4	Cc1ccc(S(=O)(=O)N(C)c2ccc(C(=O)Nc3cccc(C)n3)cc2)cc1
  -8% | ? | -2% | 5% | i | -0.7 | 2% | -0.3% | -8%
5	CC1CCN(c2ccc3c(c2)S(=O)(=O)c2cccc(C(=O)NC4CC4)c2C3=O)CC1
  -4% | 12% | 12% | -3% | i | -1.0 | 0% | 3.1% | 4%
6	CN1CCN(c2ccc(NC(=O)c3cc(S(N)(=O)=O)ccc3N3CCOCC3)cc2)CC1
  4% | -4% | 11% | 11% | i | -4.3 | 0% | -0.5% | 9%
7	COc1ccc(C(=O)CSc2nc(=O)n(Cc3cccnc3)c3c2CCC3)cc1
  -4% | 0% | -2% | 4% | i | -0.2 | . | 2.4% | -5%
8	CCN(CC(=O)NC1CCS(=O)(=O)C1)Cc1nc2c(Br)cc(Br)cc2c(=O)[nH]1 (configuration not stated)
  1% | 13% | -11% | 14% | i | -0.1 | -8% | 0.4% | -4%
9	CCOC(=O)C1(CC2CCCCO2)CCN(Cc2nc(-c3cccs3)oc2C)CC1 (configuration not stated)
  -10% | -12% | -5% | -2% | i | 1.7 | -4% | 3.0% | ?
10	Cc1cccc(NS(=O)(=O)c2cc3c(cc2C)n(C)c(=O)c(=O)n3C)c1
  -6% | -23% | -6% | 6% | i | -1.9 | 0% | -0.9% | -13%
11	COc1ccc(CSc2nc3ccccc3c(=O)[nH]2)cc1F
  0% | -14% | 16% | 3% | i | -1.5 | -2% | 4.8% | 7%
12	CCN(C(=O)CN1C(=O)/C(=C/c2ccc(F)cc2)SC1=S)C1CCS(=O)(=O)C1 (configuration not stated)
  -11% | 2% | -3% | 7% | i | -1.3 | -1% | 3.7% | -28%
13	COc1ccc2ccc(O)c(CN(C)CC(=O)Nc3ccccc3C(F)(F)F)c2c1
  3% | -5% | -15% | -2% | i | -3.5 | 1% | 17% | ?
14	CC(C)C[C@H](NC(=O)C1CCC(CNC(=O)[C@@H]2CCCN2C(=O)OC(C)(C)C)CC1)C(=O)O (some centres not stated)
  8% | 3% | -1% | 2% | i | -0.2 | -15% | -0.5% | 1%
15	O=C(O)C1CC=CCC1C(=O)c1ccccc1 (configuration not stated)
  . | 4% | 21% | 3% | i | 1.3 | 0% | -0.7% | 0%
16	CC(C)(C)c1cc(CP(=O)(c2ccccc2)c2ccccc2)cc(C(C)(C)C)c1O
  ? | ? | -23% | 2% | i | -0.5 | -1% | 2.1% | ?
17	FC(F)Oc1cccc2cccnc12
  2% | 5% | -3% | 2% | i | -1.6 | 2% | -0.3% | 7%
18	CCc1cccc(CC)c1NS(=O)(=O)c1ccc2c(c1)CCN2C(=O)C1CC1
  1% | 14% | . | . | . | . | . | -1.5% | ?
19	COCC1CCCN(C(=O)c2ccc3nc(Cc4cccc(Cl)c4)oc3c2)C1 (configuration not stated)
  -2% | ? | -2% | 6% | i | 1.8 | 0% | 3.5% | 0%
20	CC(C)(C)CN1CCNC(=O)C1CC(=O)NCCc1ccccc1C(F)(F)F (configuration not stated)
  ? | 4% | 4% | -6% | i | 0.9 | 0% | 1.7% | 1%
21	Clc1cccc(OCCN2CCCC2)c1
  6% | -6% | -12% | 9% | i | -1.0 | 0% | -0.2% | 4%
22	CC(=O)c1cccc(N(CC(=O)NC2CCCC2)C(=O)c2csnn2)c1
  5% | 2% | 15% | 7% | i | -2.0 | -2% | -0.5% | -9%
23	CC(C)c1ccc(C2NC(=S)NC3=C2C(=O)CCC3)cc1 (configuration not stated)
  0% | -11% | 15% | 5% | i | -1.1 | -3% | -0.9% | -1%
24	COC(=O)C1N[C@@H]([C@@H](NC(=O)COc2ccccc2)C(=O)NCc2ccsc2)SC1(C)C (some centres not stated)
  2% | -5% | -13% | 2% | i | 1.3 | . | 0.2% | -11%&-23%
25	CCOC(=O)/C(C#N)=N/Nc1c(S(=O)(=O)Cc2ccco2)csc1C(=O)OC
  -12% | 0% | -7% | 3% | i | -9.7 | 4% | 1.2% | 0%
26	COc1ccc(Cc2c(-c3ccc(OC)c(OC)c3)nc3cc(C)c(Br)c(C)n23)c(C)c1
  . | . | 3% | 14% | i | -4.5 | . | 16% | .
27	COC(=O)c1cc2c(cc1NC(=O)c1cnn(-c3ccccc3)c1-n1cccc1)OCO2
  0% | 7% | . | . | . | . | . | -0.8% | -12%
28	CCC(=O)N1CCc2cc(S(=O)(=O)NCCC(=O)N3CCc4ccccc4C3)ccc21
  . | -21% | -1% | 7% | i | -5.6 | 0% | 2.6% | -8%
29	CCOC(=O)C1=C(c2ccccc2)NC(SCC)=C(C#N)C1c1cccnc1 (configuration not stated)
  -16% | . | 4% | 1% | i | 2.9 | -3% | 5.9% | -21%
30	COc1ccc(CCNC(=O)C2CCCN(S(=O)(=O)c3ccc(OC)cc3)C2)cc1 (configuration not stated)
  -1% | -17% | -5% | 2% | i | -4.3 | -8% | 2.5% | -23%
31	O=C(c1cccc([N+](=O)[O-])c1)c1ccccn1
  9% | 5% | 11% | 5% | i | 0.4 | -3% | -0.2% | -17%
32	CCOC(=O)[C@H]1[C@H]2COc3ccc(OC)cc3[C@@H]2N2C(=O)CN(Cc3ccc(C)cc3)C(=O)[C@@]12C
  -4% | ? | -13% | 13% | i | -0.9 | -1% | -0.2% | -8%
33	O=C(N=C1SCC(=O)N1c1ccccc1)c1ccco1
  -15% | 21% | 19% | 4% | i | -3.5 | -4% | 12% | 14%
34	CN(C)CCNC(=O)/C(=C/c1cccc([N+](=O)[O-])c1)NC(=O)c1ccccc1
  1% | -8% | 0% | -1% | i | -0.4 | 3% | -0.3% | -2%
35	C=CCn1c(SCC(=O)Nc2cc(C)on2)nnc1C1COc2ccccc2O1 (configuration not stated)
  -4% | 0% | -1% | -1% | i | -0.9 | ? | -0.6% | 2%
36	O=C(O)c1cc(-c2ccccc2)nn1CC1CC(c2cccnc2)=NO1 (configuration not stated)
  -4% | 4% | 19% | 1% | i | -1.3 | . | 0.5% | -1%
37	C=CCc1cccc(/C=N/NC(=O)c2ccccc2OC)c1O
  1% | -15% | -16% | 16% | i | -1.9 | 0% | -0.3% | -23%
38	COc1cccc(NC(=O)NC2(C(=O)N3CCC(O)CC3)CCCCC2)c1
  2% | 2% | 0% | 7% | i | 1.1 | -3% | -0.6% | 12%
39	CC(C)[C@H]1COCCS(=O)(=O)N1Cc1ccccc1-c1ccc(C(C)(C)C)cc1
  12% | 9% | -7% | 8% | i | -1.2 | -3% | 5.1% | ?
40	CCOC(=O)C1CCCN(C(=O)C2(c3ccc(Cl)cc3)CCCC2)CC1 (configuration not stated)
  . | . | ? | 17% | i | -0.9 | . | 0.0%[9.22 µM] | 9%

Nos. 34 through 39, quoted:
Screens in order: A549 viability | Nrf2 inh | EPAC2 antag | EPAC2 agonist | Akt phos inh | CCT chaperon mod | MmCpn inh | Nrf2 ARE act | TGFb inhibitor
34	CN(C)CCNC(=O)/C(=C/c1cccc([N+](=O)[O-])c1)NC(=O)c1ccccc1
  1% | -8% | 0% | -1% | i | -0.4 | 3% | -0.3% | -2%
35	C=CCn1c(SCC(=O)Nc2cc(C)on2)nnc1C1COc2ccccc2O1 (configuration not stated)
  -4% | 0% | -1% | -1% | i | -0.9 | ? | -0.6% | 2%
36	O=C(O)c1cc(-c2ccccc2)nn1CC1CC(c2cccnc2)=NO1 (configuration not stated)
  -4% | 4% | 19% | 1% | i | -1.3 | . | 0.5% | -1%
37	C=CCc1cccc(/C=N/NC(=O)c2ccccc2OC)c1O
  1% | -15% | -16% | 16% | i | -1.9 | 0% | -0.3% | -23%
38	COc1cccc(NC(=O)NC2(C(=O)N3CCC(O)CC3)CCCCC2)c1
  2% | 2% | 0% | 7% | i | 1.1 | -3% | -0.6% | 12%
39	CC(C)[C@H]1COCCS(=O)(=O)N1Cc1ccccc1-c1ccc(C(C)(C)C)cc1
  12% | 9% | -7% | 8% | i | -1.2 | -3% | 5.1% | ?

Continuation:
Screens in order: A549 viability | Nrf2 inh | EPAC2 antag | EPAC2 agonist | Akt phos inh | CCT chaperon mod | MmCpn inh | Nrf2 ARE act | TGFb inhibitor
41	Cc1ccc2[nH]c(SCC(=O)N3CCOCC3)nc2c1C
  -14% | 21% | -3% | 8% | i | 0.6 | 0% | 3.1% | 4%
42	CC(=O)COc1ccc2c(C)c(-c3ccccc3)c(=O)oc2c1
  1% | ? | -14% | -8% | i | 0.1 | -1% | 3.2% | -21%
43	COc1ccccc1NS(=O)(=O)c1ccc(O)c(C(=O)OCC(=O)N2CCc3ccccc32)c1
  0% | 3% | -2% | 10% | i | -3.5 | 0% | -0.5% | -1%
44	COc1ccccc1NC(=O)C1=C(C)Nc2nc3ccccc3n2C1c1cccs1 (configuration not stated)
  ? | ? | 8% | 5% | i | -4.1 | -5% | 2.2% | -28%

Source: PubChem

Not all compounds are listed (hit frequency here may not be typical).
